ERa SRC1 pot = ER-alpha (human) coactivator binding potentiation. TR-FRET ERalpha-LBD/SRC-Cy5 coactivator binding, 2 h; 100 = basal binding, no effect. coactivator binding (% of control), % at 25.6 µM. hit rate 1.3% among 86,000; in the data active = activity above about 200%;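 note: binding measured in presence of low estradiol as agonist stimulus; 0% = peptide alone without receptor and 100% = receptor with peptide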
FAK blocker = inhibitors of human focal adhesion kinase. biochemical FAK kinase activity assay. hit rate 0.84% among 97,000. Q05397. inhibition, %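 (tested at 7 µM)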; in the data active = inhibition above about 19%;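 note: 0% = DMSO and 100% = reference compound high control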
ERb coact inh = ER-beta (human) coactivator binding inhibition; Q92731; TR-FRET ER-beta LBD / SRC1-Cy5 peptide binding; receptor agonist-loaded with 1 µM estradiol; inhibition, % at 25.6 µM; hit rate 1.3% among 86,000;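 active = compounds whose percent inhibition of the receptor-coactivator binding signal exceeds about 50% in the single-dose screen, limit read from the data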;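 note: 0% = receptor plus peptide wells without compound and 100% = peptide-only wells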
ERa coact inh = ER-alpha (human) coactivator binding inhibition; P03372; TR-FRET ER-alpha LBD / SRC-1 peptide, estradiol-bound; inhibition, % at 25.6 µM; hit rate 1.7% among 86,000; in the data active = inhibition above about 50%;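 note: 0% = receptor plus peptide control and 100% = peptide only without receptor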
PLK1 inh = blocks human PLK1 kinase activity | recombinant PLK1 kinase, TR-FRET peptide phosphorylation | hit rate 0.53% among 97,000 | P53350 | inhibition, % at 10 µM;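 active = inhibition of 50% or more in the single-concentration screen; inactive = inhibition below 50%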;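 note: 0% = DMSO max control and 100% = H-89 dihydrochloride min control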
PLK1 PBD inh = Plk1 (human) PBD binding inhibition; inhibition, %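 (tested at about 20 µM)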; Plk1 PBD phosphopeptide binding, fluorescence polarization; P53350; hit rate 0.13% among 97,000; in the data active = inhibition above about 34%, passing the limit was not always enough
Rev-RRE block = disrupts HIV-1 Rev binding to RRE RNA. P05866. Rev peptide-RRE RNA binding, FRET. inhibition, % at 8 µM. hit rate 0.79% among 97,000;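 active = inhibition above the screen-wide mean plus 3 SD, cut at about 35% in these data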;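 note: 0% = median DMSO wells and 100% = median Neomycin B control wells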
Target sequence (P05866 whole entry, looked up): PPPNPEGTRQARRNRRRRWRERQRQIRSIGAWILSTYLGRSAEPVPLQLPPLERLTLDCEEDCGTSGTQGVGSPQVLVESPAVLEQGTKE
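Assay system: labelled RRE RNA duplex and labelled Rev peptide / Medium: HEPES pH 7.5 salt buffer with EDTA / Reagent: labelled Rev peptide / Schedule: 5 + 15 min at 25 °C / Signal: FRET, excitation 480 nm, emission 540 nm donor and 671 nm acceptor / Benchmarks: DMSO and neomycin B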
CD11b adhes enh = CD11b/CD18-fibrinogen binding enhancement; P05107+P11215; K562 CD11b/CD18 adhesion to fibrinogen, ATPlite luminescence; activation, % at 10 µM; hit rate 0.07% among 93,000;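 active = 10 µM primary screen giving 50% or more activity, confirmed by 40% or more on retest at that dose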; note: strong numbers were not always called active
Target sequence (P05107 whole entry, looked up, other chains not shown): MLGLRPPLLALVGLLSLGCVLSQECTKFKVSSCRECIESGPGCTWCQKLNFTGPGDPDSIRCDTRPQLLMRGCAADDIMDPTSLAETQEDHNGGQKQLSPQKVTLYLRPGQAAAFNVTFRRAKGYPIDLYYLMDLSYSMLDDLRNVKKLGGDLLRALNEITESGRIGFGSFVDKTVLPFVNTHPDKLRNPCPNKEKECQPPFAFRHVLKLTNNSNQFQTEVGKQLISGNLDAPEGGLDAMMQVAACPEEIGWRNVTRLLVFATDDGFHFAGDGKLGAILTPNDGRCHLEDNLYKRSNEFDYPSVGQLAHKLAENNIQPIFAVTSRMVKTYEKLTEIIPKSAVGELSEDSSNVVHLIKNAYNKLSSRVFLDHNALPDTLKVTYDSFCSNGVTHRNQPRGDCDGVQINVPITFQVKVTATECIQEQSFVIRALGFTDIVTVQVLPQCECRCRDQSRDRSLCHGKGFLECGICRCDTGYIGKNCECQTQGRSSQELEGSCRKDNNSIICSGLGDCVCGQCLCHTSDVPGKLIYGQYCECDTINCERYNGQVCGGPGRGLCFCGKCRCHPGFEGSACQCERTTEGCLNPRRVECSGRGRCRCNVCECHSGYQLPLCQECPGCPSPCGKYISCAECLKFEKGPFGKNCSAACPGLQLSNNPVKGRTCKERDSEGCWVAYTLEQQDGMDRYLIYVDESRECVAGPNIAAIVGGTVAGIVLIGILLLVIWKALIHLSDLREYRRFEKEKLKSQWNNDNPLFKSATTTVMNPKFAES
CD11b adhes inh = CD11b/CD18-fibrinogen binding inhibition; P05107+P11215; K562 CD11b/CD18 adhesion to fibrinogen, ATPlite luminescence; Mn2+ added to activate the integrin; inhibition, % at 10 µM; hit rate 0.54% among 93,000; AID 1497;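 active = primary inhibition of 50% or more at 10 µM, then 40% or more on retest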; note: some results filed as inactive read as strong as hits
* marks the source's active call; other numbers are inactive results; . = not tested or not shown; [ ] = remark or other dose.

compound,ERa SRC1 pot,FAK blocker,ERb coact inh,ERa coact inh,PLK1 inh,PLK1 PBD inh,Rev-RRE block,CD11b adhes enh,CD11b adhes inh
Cc1ccc(C(C)C)cc1C(=O)CC1(O)C(=O)N(C)c2ccccc21 (stereo not drawn),119,-1,1,2,-3,-18,6,0,6
CCCCNC(=O)c1onc(CSc2ccccc2F)c1C(=O)O,.,-4,.,.,-7,-24,4,-4,-8
COc1ccc(CN2C(=O)CS(=O)CC2=O)cc1OC,.,1,.,.,-10,16,5,-2,-1
O=C(CS(=O)c1cccc(C(F)(F)F)c1)Nc1ccc(Cl)cc1Cl (stereo not drawn),.,7,.,.,-15,-6,15,-4,-6
O=C(CN1C(=O)CCS(=O)(=O)c2ccccc21)Nc1cccc(F)c1,119,-3,0,-1,-9,-6,3,8,-3
Cc1ccc(Cn2nnc3c(=O)[nH]c(C4CCN(S(=O)(=O)c5ccc(C)cc5)CC4)nc32)cc1,108,4,3,7,-41,-16,7,-2,6
CCCc1c(C)[nH]c2ccccc2c1=O,64[fluorescence artefact?],0,2,4,-5,-13,10,-2,-15
Cc1nc2ccccc2nc1CSc1nnc(N)s1,108,2,5[fluorescence artefact?],5[fluorescence artefact?],-19,16,10,-7,-2
O=C(NCCSCc1ccco1)Nc1ccccc1,.,-2,.,.,-7,19,3,-1,14
CN1C(=O)N(C)C2(c3ccccc3)NC(=O)NC12c1ccccc1 (stereo not drawn),117,-4,-1,2,-9,-14,3,-1,-9
O=C1c2ccccc2C(=O)N1CCn1c(=O)oc2ccccc21,99,3,-15,-6,-10,-18,11,-2,-8
Cc1ccnc(NS(=O)(=O)c2ccc(CC(C)C)cc2)c1,84,-2,12,6,-1,-4,6,-4,3
Cc1cc(C)c2cc(C#N)c(SCC(=O)NCc3ccco3)nc2c1,151[fluorescence artefact?],-2,36[fluorescence artefact?],44[fluorescence artefact?],-28,7,11,55,11
Cc1ccccc1-n1c(SCC(=O)Nc2ccc3c(c2)OCO3)nnc1-c1ccccn1,116,0,-24[fluorescence artefact?],-21,-2,15,11,.,.
COc1ccccc1N1CCN(C(=O)c2sc3nc(-c4ccccc4)cn3c2C)CC1,97,-1,-32,-32,-4,-7,10,8,15
CCOC(=O)CSc1nnc(-c2ccoc2C)n1-c1ccc(OCC)cc1,103,0,2[fluorescence artefact?],5,-6,-9,5,-1,13
COc1ccccc1NC(=O)CCc1nc(-c2cccs2)no1,93,-1,0[fluorescence artefact?],-4,-36,7,2,-4,-41
COc1ccc(CSc2nnc(Cc3sc(-c4ccccc4)nc3-c3ccccc3)o2)cc1,438*[fluorescence artefact?],2,-18[fluorescence artefact?],-41[fluorescence artefact?],-12,-3,7,-1,-4
COc1cccc(OCCSc2nc(N)cc(N)n2)c1,138,-2,-5[fluorescence artefact?],5[fluorescence artefact?],2,0,9,-10,31
Cc1ccccc1OCc1nc(-c2ccc(Br)o2)no1,94,-11,7[fluorescence artefact?],11[fluorescence artefact?],0,-14,6,9,2
O=C(CSc1nc2ccccc2o1)Nc1cc(C(F)(F)F)ccc1N1CCOCC1,.,-1,.,.,-8,15,15,-1,15
CCC(Oc1nc2ccccc2nc1-c1ccccc1NC(C)=O)C(=O)c1ccccc1 (stereo not drawn),.,3,.,.,2,-8,-4,.,.
O=C(O)C1CCCCC1C(=O)NCCC(c1ccccc1)c1ccccc1 (stereo not drawn),116,-2,-2,3,-13,-19,0,.,.
COc1ccc(CCNC(=O)c2ccc(CS(=O)(=O)c3ccc(Cl)cc3)o2)cc1OC,117,1,-9,-6,-7,-19,14,.,.
O=C(NCc1ccco1)Nc1ccc(Br)cc1,117,3,-2,-5,3,-13,2,0,2
CCCCOc1ccccc1NC(=O)c1ccc(=O)[nH]c1,76,-1,-3,-4,0,2,5,3,-19
COCc1nnc(NC(=O)c2ccco2)s1,108[fluorescence artefact?],0,7,9,-21,1,11,3,5
Cc1n[nH]c(=O)nc1NCCc1ccccc1,100,-2,-7[fluorescence artefact?],-8,-4,-19,8,-2,4
Cn1cccc1-c1nc2ccc(NC(=O)c3cccs3)cc2[nH]1,102[fluorescence artefact?],-4,7,4[fluorescence artefact?],-3,-7,4,5,7
CCOC(=O)N1CCC(NS(=O)(=O)c2ccc3c(c2)oc(=O)n3C)CC1,111,-2,-9,-10,-1,-20,31,-4,-8
COc1ccc(CCNC(=S)Nc2cccc(C)c2C)cc1,98,-5,-10,-1,-9,30,-1,4,-6
Cn1c(CSCc2ccccc2Cl)nnc1SCC(=O)Nc1nccs1,106,5,-6,5,65*,-21,9,-1,16
CCOc1ccccc1C(=O)N1CCN(C(c2ccccc2)c2ccccc2)CC1,.,-1,.,.,-7,-26,2,1,-6
CNC(=O)CSc1nnc(-c2cccc(S(=O)(=O)N3CCOCC3)c2)n1-c1ccc(F)cc1,111,-4,1,-12,-7,-4,9,2,-33
COc1ccc(NC(=O)CN2CCN(C(=O)c3ccco3)CC2)c(OC)c1,97,-3,-11[fluorescence artefact?],-13,-12,-10,5,.,.
Cc1ccc(-c2nn3nnnc3c3ccccc23)cc1C,93,7,-3,-5,-11,11,3,.,.
COc1ccc(Nc2nc(C)cc(C)c2C(N)=O)cc1,106,0,-16,0,-14,9,4,3,6
O=C(NCCc1ccccc1)C1CCN(S(=O)(=O)N2CCC3(CC2)OCCO3)CC1,108,0,-21,-19,-19,6,-1,0,-8
O=C(CCc1ccccc1)Nc1ccccc1F,116,-3,0,-2,-4,33,7,-2,-7
O=C(CCC(=O)N1CCCC1)Nc1nnc(C(F)(F)F)s1,136,-4,-7[fluorescence artefact?],2,-12,-23,-2,0,-14
O=C(CSc1nnc(-c2ccco2)o1)NC(=O)C1COc2ccccc2O1 (stereo not drawn),84[fluorescence artefact?],.,21[fluorescence artefact?],-10[fluorescence artefact?],.,.,.,1,4
Cc1cccc(CSc2nnnn2-c2ccccc2)c1,96,1,-22,-2,-9,-1,8,-1,2
Cc1ccc2oc(C(=O)Nc3nnc(C)s3)c(C)c2c1,154[fluorescence artefact?],0,9,11[fluorescence artefact?],-11,-33,0,-2,26
Cc1sc2nc(SCC(=O)N(C)C)[nH]c(=O)c2c1C,97,-2,0,7,10,11,4,-5,-3
Fc1ccc(CSc2nnc(-c3cc4c(s3)-c3ccccc3CC4)o2)cc1,.,-1,.,.,-21,-3,15,.,.
Cc1ccc(N2C(=S)N=C(Nc3ccccc3C)C23CCOC(C)(C)C3)cc1 (stereo not drawn),110,0,-10,-18,-12,-19,-1,.,.
CCN(CCO)C(=O)CC(c1ccccc1)c1cc(Br)ccc1O (stereo not drawn),86,-1,-1,-2,-15,-7,2,.,.
Cc1cc(S(=O)(=O)Nc2ccccc2C)ccc1F,92,2,6[fluorescence artefact?],25[fluorescence artefact?],-8,-9,-2,.,.
O=C(Nc1ccccc1)c1ccc(F)c(S(=O)(=O)N2CCOCC2)c1,101[fluorescence artefact?],.,4[fluorescence artefact?],3,.,.,.,-4,-14
CCCCCOc1ccc(CN2CCOCC2)cc1Cl,90,.,-3,3,.,.,.,-3,-8

(continued)
compound,ERa SRC1 pot,FAK blocker,ERb coact inh,ERa coact inh,PLK1 inh,PLK1 PBD inh,Rev-RRE block,CD11b adhes enh,CD11b adhes inh
CCc1ccc(C2N(c3ccc(OC)cc3)C(=O)C3CCCN32)cc1 (stereo not drawn),119,5,-6,-9,-10,6,8,5,12
Cc1nnc(Nc2ccccc2)n(N)c1=O,.,0,.,.,2,9,0,-2,-9
COc1ccc(S(=O)(=O)N2CCOCC2)cc1C(=O)Nc1ccon1,106,0,15[fluorescence artefact?],3,26,-8,2,1,4
COC(=O)C1CCN(C(=O)CCCOc2ccccc2)CC1,109,1,-5,-7,-5,1,0,3,0
CCOC(=O)CSc1nnc(Cn2nnc(-c3ccccc3)n2)n1CC,107,2,10,-2,3,13,4,.,.
Cc1ccc(CNC(=O)c2sc3nc4c(c(C(F)(F)F)c3c2N)CCC4)cc1,.,-1,.,.,-5,-8,14,-2,-11
COc1cccc(S(=O)(=O)N2CCN(c3ccccc3F)CC2)c1,92,3,-2,-5,0,-43,8,2,-13
CCc1nc2oc(C(=O)c3ccccc3)c(N)c2c2c1COC(C)(C)C2,108,-1,-9,-11,0,-5,1,-5,4
CC1(C)Nc2ccccc2N(CC(=O)N2CCCCC2)C1=O,.,-3,.,.,-22,5,3,0,-6
COc1ccc(NC(=O)C2CCN(C(=O)c3ccccc3)CC2)cc1OC,.,-2,.,.,1,-6,0,-3,-22
O=C(Nc1nnc(-c2ccccc2Cl)o1)c1ccco1,114,1,1,-10[fluorescence artefact?],-15,16,7,2,-20
N#CCCCSc1nnc(Cc2ccc3c(c2)OCO3)o1,97,-2,-9[fluorescence artefact?],-27,-9,5,3,.,.
O=C(CCNc1n[nH]c(=O)[nH]c1=O)N1CCCCC1,105,-4,-5,0,-8,-27,3,-3,3
COC(=O)c1cc(C(=O)OC)n(Cc2ccc(Cl)cc2Cl)n1,93,1,-8,0,-12,1,13,-4,-4
Cc1cccc(C(=O)NNC2=C(C(=O)C(F)(F)F)CCC2)c1O,63,-4,-6,2,-5,-15,4,-7,96*
O=C(CCCSc1nc2sc3c(c2c(=O)[nH]1)CCC3)NCCCO,.,2,.,.,-2,-26,6,0,6
CCOC(=O)C1=C(CSCc2ccccc2)NC(=O)NC1c1cc(C)ccc1C (stereo not drawn),70,12,6,12,1,-7,0,-2,13
CCC(=O)Nc1nnc(SCC(=O)Nc2ccc(F)cc2)s1,123,1,-4,0,-19,-9,7,3,-5
CCN1CCn2c1nc(N1CCOCC1)nc2=O,98,0,27[fluorescence artefact?],21,-5,3,5,-2,0
CC(C)CCCC(C)NS(=O)(=O)Cc1ccccc1 (stereo not drawn),109,3,-7,-7,-9,6,1,4,-5
C=CCc1cccc(CNc2c(C)n(C)n(-c3ccccc3)c2=O)c1O,98,8,-3,-1,-6,7,6,6,1
O=C(c1ccco1)c1cn(CC(=O)N2CCCc3ccccc32)c2ccccc12,93,0,-5,-6,-11,-10,9,3,13
c1csc(-c2csc3nc(CN4CCOCC4)nc(NCc4ccc5c(c4)OCO5)c23)c1,97[fluorescence artefact?],2,7,2,5,-26,1,2,-6
Cc1nn(-c2ccccn2)c2c1C(c1ccccn1)C1=C(CCCC1=O)N2 (stereo not drawn),.,4,.,.,-2,-10,1,0,15
O=S(=O)(/N=C(\Sc1ccccc1)c1ccccc1)c1ccc(Cl)cc1,27,-5,27,36,-8,-21,7,.,.

Full records from above. Screens in order: ERa SRC1 pot	FAK blocker	ERb coact inh	ERa coact inh	PLK1 inh	PLK1 PBD inh	Rev-RRE block	CD11b adhes enh	CD11b adhes inh
Record of O=C(CCCSc1nc2sc3c(c2c(=O)[nH]1)CCC3)NCCCO : .	2	.	.	-2	-26	6	0	6
Record of O=C(CCNc1n[nH]c(=O)[nH]c1=O)N1CCCCC1 : 105	-4	-5	0	-8	-27	3	-3	3
Record of Cc1cccc(C(=O)NNC2=C(C(=O)C(F)(F)F)CCC2)c1O : 63	-4	-6	2	-5	-15	4	-7	96*
Record of CCN1CCn2c1nc(N1CCOCC1)nc2=O : 98	0	27[fluorescence artefact?]	21	-5	3	5	-2	0
